# EWS-Fli inh: EWS/Fli transcriptional activity inhibition; A673 NR0B1-luciferase reporter, viability-normalised; inhibition, % at 12.6 µM; 0.67% of 350,000 active;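 active = mean inhibition of at least 50% after viability correction, with every replicate also passing that limit; inconclusive = mean reaches 50% but only one of two replicates passes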;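 note: firefly luciferase signal divided by Alamar Blue viability fluorescence both relative to DMSO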
# E-selectin induc: induces E-selectin expression in human endothelial cells. P16581. HUVEC E-selectin immunofluorescence imaging; normalized: neutral wells 0, TNF-alpha wells 100. activation, % at 7.58 µM. 0.37% of 260,000 active. AID 686992;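 active = mean E-selectin-positive cell signal at least 10% of the positive control, reached in at least 60% of replicates, without over 20% cell loss; inconclusive = no rule given, readout overlaps actives, possibly toxicity-flagged; inactive = the rest, including those meeting only one limit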;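 note: in these data hits start at about 27%; measured in HUVEC primary endothelial cells; signal is the percent of cells scored E-selectin positive by PE staining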
# Target sequence (P16581 whole entry, looked up): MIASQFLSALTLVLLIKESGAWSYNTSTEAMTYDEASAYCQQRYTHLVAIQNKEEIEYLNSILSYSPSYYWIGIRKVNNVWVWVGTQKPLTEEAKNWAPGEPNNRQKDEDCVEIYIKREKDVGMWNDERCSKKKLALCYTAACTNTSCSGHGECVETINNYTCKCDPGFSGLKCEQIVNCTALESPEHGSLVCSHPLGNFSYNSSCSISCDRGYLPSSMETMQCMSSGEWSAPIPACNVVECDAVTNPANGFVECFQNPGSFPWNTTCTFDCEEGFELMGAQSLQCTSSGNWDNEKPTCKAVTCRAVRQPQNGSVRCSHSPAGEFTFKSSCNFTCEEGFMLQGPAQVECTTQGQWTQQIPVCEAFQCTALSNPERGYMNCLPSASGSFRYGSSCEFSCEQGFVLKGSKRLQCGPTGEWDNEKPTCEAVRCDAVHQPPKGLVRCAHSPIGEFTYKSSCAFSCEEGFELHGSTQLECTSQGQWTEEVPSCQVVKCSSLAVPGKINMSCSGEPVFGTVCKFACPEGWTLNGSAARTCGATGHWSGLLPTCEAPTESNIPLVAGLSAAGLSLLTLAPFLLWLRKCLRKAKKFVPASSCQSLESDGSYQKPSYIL
#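 assay system = HUVEC, human umbilical vein endothelial cells | input = 3,000 HUVEC seeded per well | medium = EGM-2 growth medium on 0.1% gelatin-coated wells | dosing = one compound dose added by pin transfer | signal = immunofluorescence imaging | read-out basis = % PE-positive cells | control set = TNF-alpha, DMSO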
# esBAF inh: SWI/SNF esBAF complex inhibition; mouse ES cells, Bmi1-luciferase knock-in reporter, 24 h; 100% = twice the neutral-well signal; reporter increase, % at 12.5 µM; 2% of 350,000 active; AID 602393; in the data active = activation above about 40%; inconclusive = no clear call, values can overlap the other calls;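 note: 0% = median of the plate's neutral control wells and 100% = double that signal; a rise in the Bmi1 reporter signal indicates esBAF inhibition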
# RAD52 anneal inh: RAD52 (human) annealing inhibition | 0.46% of 360,000 active | recombinant RAD52 DNA annealing, FRET fluorescence | AID 651710 | inhibition, % at 18.7 µM;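 active = every replicate showing at least 50% inhibition; inconclusive = mean inhibition at least 50% but not in every replicate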
# Target sequence (P43351 whole entry, looked up): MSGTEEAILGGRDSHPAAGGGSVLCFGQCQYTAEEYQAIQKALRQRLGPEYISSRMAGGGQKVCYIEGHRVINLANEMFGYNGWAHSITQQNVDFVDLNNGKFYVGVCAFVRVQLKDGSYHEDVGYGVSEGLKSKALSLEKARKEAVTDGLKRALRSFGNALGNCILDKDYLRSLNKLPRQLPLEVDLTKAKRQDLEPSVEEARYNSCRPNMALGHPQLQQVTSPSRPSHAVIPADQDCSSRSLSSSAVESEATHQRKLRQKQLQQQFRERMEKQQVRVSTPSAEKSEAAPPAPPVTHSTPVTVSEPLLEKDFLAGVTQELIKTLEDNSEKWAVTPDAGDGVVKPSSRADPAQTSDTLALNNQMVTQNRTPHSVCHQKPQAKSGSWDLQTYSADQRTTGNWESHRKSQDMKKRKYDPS
# S100A4 MyoIIA: blocks human S100A4 binding to myosin IIA peptide. S100A4/TAMRA-MyoIIA peptide fluorescence polarization. P26447. 0.14% of 360,000 active. inhibition, % at 10.7 µM;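 active = mean inhibition of at least 70% across replicates, with every replicate also reaching that level; inconclusive = mean inhibition reaches 70% but some replicates fall short; inactive = mean inhibition below 70%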
# Target sequence (P26447 whole entry, looked up): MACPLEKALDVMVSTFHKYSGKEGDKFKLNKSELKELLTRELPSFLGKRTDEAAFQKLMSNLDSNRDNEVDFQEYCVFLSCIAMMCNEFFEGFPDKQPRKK
#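 Material: S100A4 monomer protein / Buffer or medium: 50 mM HEPES pH 7.2, 10 mM CaCl2, 100 mM KCl / Times: 5 min incubation before reading / Benchmarks: neutral control DMSO, positive control TFP / Reagent: labelled myosin peptide probe, 5 nM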
# XiGFP reactiv: reactivates the inactive X chromosome in mouse fibroblasts; XiGFP mouse fibroblasts, % GFP-positive cells imaging, 3 d; cells co-treated with 5-aza-dC sensitizer; scaled so ellipticine positive control = 100%; activation, % at 7.58 µM; 0.055% of 360,000 active;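 active = mean normalized replicate activation at least 10% and every replicate at or above 10%; inconclusive = only one of the two criteria met; inactive = mean below 10% and not all replicates reach 10%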;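 note: 0% = median of on-plate neutral control wells and 100% = ellipticine 6 µM median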
#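 assay system = SV40-immortalized XiGFP fibroblast cells, line 68-5-11 | buffer or medium = DMEM plus 5-aza-dC sensitizer | doses = single-point pinned compound dosing | times = 3-day compound exposure, then 15 min fixation at room temperature | benchmarks = positive control ellipticine, 6 µM final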
# FN deposition inh: fibronectin deposition inhibition | AH1F fibroblasts, Alexa488-fibronectin deposition fluorescence, overnight | inhibition, % at 12.6 µM | 0.086% of 350,000 active;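 active = mean inhibition across replicates of 30% or more, regardless of how many single replicates reach that level; inconclusive = mean under 30% yet at least half of replicates reach 30%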;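 note: positive control wells lacked labelled fibronectin entirely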
#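 test system = AH1F fibroblasts assembling fluorescent fibronectin matrix | quantity = 10000 AH1F cells per well | buffer or medium = DMEM plus 2% serum, read in PBS | doses = single dose, pinned | incubation = 1 h cell attachment, overnight exposure to compound and label | detection = fluorescence at 485 nm excitation, 525 nm emission | read-out basis = inhibition from reduced deposited-fibronectin fluorescence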
# RAD54 inh: RAD54 (human) branch migration inhibition; RAD54 Holliday junction branch migration, FAM/BHQ fluorescence; Q92698; 0.14% of 360,000 active; inhibition, % at 10.4 µM;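 active = mean normalized replicate activity at least 40 and at least half of replicates scoring 40 or more; inconclusive = only one of the two criteria met; inactive = mean below 40 and under half of replicates reaching 40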;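 note: 0% = median of neutral control wells and 100% = median of positive control wells; inhibitors cause a drop in the FAM fluorescence signal; in these data hits start at about 50%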
# The depositor's hits bear a star; u = inconclusive; x = no result given; & = joins results of further samples.
SMILES,EWS-Fli inh,E-selectin induc,esBAF inh,RAD52 anneal inh,S100A4 MyoIIA,XiGFP reactiv,FN deposition inh,RAD54 inh
O=S(=O)(c1cccs1)N1CCN(c2ccc(Cl)cc2)CC1,-5,0.0,22,-22,-5,0.0,-1,-12
CS(=O)(=O)N1CCCCN2[C@H](CO)[C@@H](c3ccc(Br)cc3)[C@H]2C1,5,0.0,-5,-1,8,-0.1,x,-3
CCCc1c(C(=O)N/N=C(\C)CCc2ccccc2)nnn1-c1nonc1N,0,x,-8,-18,0,0.0,-6,-12
C/C=C/c1ccc2c(c1)O[C@@H](CN(C)C(=O)Nc1cc(F)ccc1F)[C@H](C)CN([C@H](C)CO)S2(=O)=O,9,-0.2,-1,-5,-11,0.2,x,-6
C[C@@H]1CN([C@H](C)CO)C(=O)c2cc(NC(=O)Nc3cccc4ccccc34)ccc2O[C@H]1CN(C)Cc1ccc(C(F)(F)F)cc1,21&19,0.2&2.5,6&-4,-4&-28,-1&1,-0.7&0.0,-4&-5,0&-1
COc1ccccc1C1(CC(=O)N2CCCCC2)CCOC(C(C)C)C1 (configuration not stated),x,x,-3&-5,x,-18,x,-20,-5&-8
Cc1ccc(S(=O)(=O)N(C)C[C@H]2Oc3c(NC(=O)c4ccc(-c5nccs5)cc4)cccc3C(=O)N([C@@H](C)CO)C[C@@H]2C)cc1,2,0.5,5,7,12,-1.0,x,-2
CCN1CCOC(CC(=O)Nc2cccc([N+](=O)[O-])c2)C1=O (configuration not stated),17,-0.1,1,-3,-2,0.0,-12,-6
O[C@@H]([C@H](O)[C@H](O)CBr)[C@H](O)CBr,-14,1.6,5,0,3,0.2,1,7
CCCN1CCN(CCNC(=O)Nc2cc(C)ccc2C)CC1,15,0.0,-6,6,2,0.2,0,10
O=C(NC(Cc1ccccc1)C(=O)NC(Cc1ccccc1)C(=O)O)c1ccccc1 (configuration not stated),-1,x,-4,-19,-6,0.3,-10,5
O=C(CN1C(=O)/C(=C/c2ccc(C(F)(F)F)cc2)Sc2ccccc21)NCCCN1CCOCC1,9,x,1,4,-2,0.0,-19,-2
CNC(=S)NCc1ccc(OC)cc1,-12,x,x,-7,-1,0.1,-1,x
CN1CCN(C(=O)c2cc(Cl)ccc2NC(=O)c2ccc(Cl)cc2Cl)CC1,4,2.2,-1,-11,14,0.3,-5,5
COc1cc(C(=O)N/N=C(\C)Cc2ccccc2)cc(OC)c1OC,1,x,x,0,-1,0.0,-4,x
CC1(C(=O)NS(C)(=O)=O)CCN1C(=O)C/C=C/c1ccccc1 (configuration not stated),-2,-0.2,4,2,5,0.3,-5,-1
CCC(=O)N1CCCCN2[C@H](C1)[C@@H](c1ccc(-c3cccc(C(=O)N(C)C)c3)cc1)[C@@H]2CO,2,-0.4,x,0,-2,0.2,x,-7
Cn1c(SCC(=O)Nc2nccs2)nnc1-c1cccnc1,-5,-0.1,-5,-30,0,0.0,0,2
CCOc1ccc(N2C(=O)Nc3ccccc3C2(O)C(=O)NCc2ccccc2)cc1 (configuration not stated),7,x,x,-6,-2,-0.1,x,x
C[C@@H]1CN([C@@H](C)CO)C(=O)c2cccc(NC(=O)c3nc4ccccc4s3)c2O[C@H]1CN(C)CC1CCCCC1,1,0.9,-3,-6,3,-0.4,-3,9

# Retrieved one by one from the entries so far, 4 records:
SMILES,EWS-Fli inh,E-selectin induc,esBAF inh,RAD52 anneal inh,S100A4 MyoIIA,XiGFP reactiv,FN deposition inh,RAD54 inh
CC1(C(=O)NS(C)(=O)=O)CCN1C(=O)C/C=C/c1ccccc1 (configuration not stated),-2,-0.2,4,2,5,0.3,-5,-1
CCCN1CCN(CCNC(=O)Nc2cc(C)ccc2C)CC1,15,0.0,-6,6,2,0.2,0,10
C[C@@H]1CN([C@H](C)CO)C(=O)c2cc(NC(=O)Nc3cccc4ccccc34)ccc2O[C@H]1CN(C)Cc1ccc(C(F)(F)F)cc1,21&19,0.2&2.5,6&-4,-4&-28,-1&1,-0.7&0.0,-4&-5,0&-1
O=C(CN1C(=O)/C(=C/c2ccc(C(F)(F)F)cc2)Sc2ccccc21)NCCCN1CCOCC1,9,x,1,4,-2,0.0,-19,-2

# Full records, quoted from the list. Values in the order: EWS-Fli inh | E-selectin induc | esBAF inh | RAD52 anneal inh | S100A4 MyoIIA | XiGFP reactiv | FN deposition inh | RAD54 inh
# CN1CCN(C(=O)c2cc(Cl)ccc2NC(=O)c2ccc(Cl)cc2Cl)CC1 is listed with 4 | 2.2 | -1 | -11 | 14 | 0.3 | -5 | 5
# C/C=C/c1ccc2c(c1)O[C@@H](CN(C)C(=O)Nc1cc(F)ccc1F)[C@H](C)CN([C@H](C)CO)S2(=O)=O is listed with 9 | -0.2 | -1 | -5 | -11 | 0.2 | x | -6
# C[C@@H]1CN([C@@H](C)CO)C(=O)c2cccc(NC(=O)c3nc4ccccc4s3)c2O[C@H]1CN(C)CC1CCCCC1 is listed with 1 | 0.9 | -3 | -6 | 3 | -0.4 | -3 | 9

# New compounds follow:
SMILES,EWS-Fli inh,E-selectin induc,esBAF inh,RAD52 anneal inh,S100A4 MyoIIA,XiGFP reactiv,FN deposition inh,RAD54 inh
CN(C(=O)c1cc(S(=O)(=O)N2CCOCC2)cs1)c1ccccc1,-1,-2.2,2,-10,-5,0.2,4,-10
COc1ccccc1N(CC(=O)NCC1CCCO1)C(=O)CCC(=O)Nc1cc(C)on1 (configuration not stated),5,0.7,-2,-1,1,0.0,2,4
CC1(C)C(c2ccccc2)=NC(c2ccc(Br)cc2)N1O (configuration not stated),4,2.4,x,-4,1,0.7,1,x
CCC(C)Sc1cccc(-c2nc3ccc(C)cn3c2NC2CCCCC2)c1 (configuration not stated),18&9,-0.1&0.1,-16,0&-21,-8&-9,0.0&0.0,-17&-14,-8
CCNC(=O)C[C@H]1CC[C@H]2[C@@H](COC[C@@H](O)CN2C(=O)c2cc(Cl)cc(Cl)c2)O1,x,0.1,1,-1,10,0.0,-7,2
COc1cccc(-c2ccc3c(c2)[C@@H]2[C@@H](CCN2S(=O)(=O)c2ccccc2OC)[C@H](CO)N3)c1,-5,-0.5,-1,-13,8,0.0,16,10
CC(=O)Oc1cccc2c1C(=O)c1c(OC(C)=O)cc(C(=O)O)cc1C2=O,10,0.1,-9,-103,-3,-0.1,x,-23
Cc1ccc2nc(-c3ccc(NS(C)(=O)=O)cc3)cc(-c3ccccc3)c2c1,-1,x,-1,-30,1,x,x,-7
Cc1ccc(-c2nnc(NC(=O)CCS(=O)(=O)c3ccccc3)o2)c(C)c1,-12,-1.7,3,-7,-3,-0.1,2,x
O=C(Cc1ccncc1)NCC[C@@H]1CC[C@H](NC(=O)C2CC2)[C@@H](CO)O1,-6,-0.6,-4,-31,-14,-0.3,-3,-3
C[C@H](CO)N1C[C@H](C)[C@H](CN(C)S(=O)(=O)c2ccccc2F)Oc2ncc(C#Cc3cccnc3)cc2C1=O,10,0.3,-1,0,7,-1.3,-15,14
Cc1ccc(-c2csc(N3CCN(c4cc5c(cc4Cl)nc(C)n5CCN4CCCCC4)CC3)n2)cc1,11,x,x,9,-1,0.0,-8,-1
O=C(O)c1ccc(NC(=O)C2(c3ccccc3)CCCC2)cc1,7,x,x,5,-2,0.0,-4,-2
CSc1ncc(C(=O)Nc2ccc(C(C)=O)cc2)c(C)n1,-72,0.3,52*,-48,-2,-0.1,6,-3
CCN(CC)S(=O)(=O)c1ccc(NC(=O)c2ccc(OCC3CCCO3)cc2)cc1 (configuration not stated),26,-0.2,6,-7,1,-0.1,-5,-1
COCCSc1ccccc1C(=O)Nc1nccs1,0,x,-5,6,3,x,x,6
C[C@@H](NC(=O)C[C@H]1C[C@@H]2c3cc(N(C)C)ccc3O[C@@H]2[C@@H](CO)O1)c1ccccc1,-3,-0.2,6,-58,-6,-0.1,x,8
CCCC[C@@H]1C=C(C(=O)O)[C@H](c2ccc(CC)cc2)N1S(=O)(=O)c1ccc(C)cc1,-3,1.4,-6,-34,-1,0.0,-5,3
C[C@@H]1CN([C@@H](C)CO)C(=O)Cc2cc(NC(=O)C3CCCCC3)ccc2O[C@@H]1CN(C)CC1CCCCC1,-13,0.9,-2,7,4,-0.8,x,-29
O=C(CN1CC(c2ccccc2)CC1=O)N/N=C/c1cc(Br)ccc1O (configuration not stated),14,0.1,x,-27,-2,0.2,13,x
C[C@H](CO)N1C[C@H](C)[C@@H](CN(C)C(=O)CCCN(C)C)OCCCC[C@H](C)Oc2ccc(NC(=O)Nc3ccc(F)cc3)cc2C1=O,-6,0.0,-11,40,10,0.2,x,13
Cc1cc(C(=O)Cn2nc(C(=O)O)c3ccccc3c2=O)c(C)n1CC(F)(F)F,-48,2.5,44*,-21,-1,0.0,-2,-2
COC(=O)[C@]12CCCCC=C1N(CCc1ccc(OC)c(OC)c1)C(=O)[C@H](CC(=O)NCCC(C)C)C2,2,-0.2,x,-2,-2,0.1,13,x
CCN(CC)C(=O)[C@H]1C[C@H](CC(=O)NCc2ccco2)C(=O)N2CCc3c([nH]c4cc(CCC(=O)N(C)C)ccc34)[C@]12C,0,-0.6,-9,-19,1,0.1,8,-1
COc1ccccc1NS(=O)(=O)c1ccc(C)c(C(=O)NCC2(N(C)C)CCCCC2)c1,2,0.4,-3,-15,1,0.2,0,-1
CCC(=O)Nc1ccc2c(c1)C(=O)N(C)C[C@H](OC)[C@H](C)CN(C(=O)c1ccncc1)[C@H](C)CO2,-1,0.0,-5,-15,-23,0.0,-6,-14
O=C(Nc1ccccc1F)N1[C@@H]2CNc3ccccc3[C@@H]2[C@@H]1CO,-1,0.1,7,-32,6,0.5,x,10
CC1C(=O)C(C)C(c2ccc(Cl)cc2)NC1c1ccc(Cl)cc1 (configuration not stated),21,-0.2,x,-20,1,-0.2,-17,-5
CN1CCc2cc3c(c4c2[C@H]1[C@H](O)c1ccccc1-4)OCO3,-2,0.4,4,46,33,0.0,2,99*
COc1ccc(-c2cc(C(=O)N3CCN(c4ccccc4OC)CC3)no2)cc1OC,-7,0.4,6,-5,-2,0.1,8,x
N#C/C(=C\Nc1ccccc1SC(F)(F)F)c1nc(-c2ccc(F)cc2)cs1,-5,x,x,-15,4,0.0,x,x
N#Cc1ccc(C(=O)Nc2nnc(-c3cccs3)o2)cc1,2,0.0,14,-10,-1,0.0,-4,-10
CCOC(=O)Cc1sc(N)nc1C,1,x,x,-21,0,0.0,-8,-10
O=C(CNS(=O)(=O)c1ccc(Br)s1)NCc1ccc2c(c1)OCO2,9,x,0,-26,4,x,x,x
COc1ccc2c3c(n(C)c2c1)[C@@H](CO)N(C(=O)NC(C)C)CC31CN(C(C)=O)C1,-10,-0.3,x,1,-4,u,x,x
COCc1cccc(NC(=O)Cc2cccc3ccccc23)c1,-2,x,-2,-8,-2,0.0,-8,0
CCCCn1c(N)c(N(Cc2ccccc2OC)C(=O)COc2ccc(C)cc2)c(=O)[nH]c1=O,-6,x,-5,6,-1,-0.1,5,1

# Compound activity as filed in PubChem BioAssay.
